Bioassay records as filed in PubChem BioAssay.
ARNT TACC3 PPI: disruptors of human ARNT/TACC3 interaction; inhibition, % at 9.99 µM; 0.66% of 390,000 active; AlphaScreen His-ARNT PAS-B/GST-TACC3 binding, luminescence; TACC3 fragment carries E629A point mutation; Q9Y6A5; AID 623870;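 active = mean inhibition of replicates at least 50% and at least half of replicates each reaching 50%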;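 note: 0% = complete ARNT plus TACC3 wells and 100% = ARNT alone without TACC3; many hits fall short of the cut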
Active calls of the source: *. Not all compounds are listed; rates above refer to the full screens.

`CN(C)c1nc(N)nc(Nc2ccccc2C#N)n1` gave ARNT TACC3 PPI -8.3.
CCC(C)Sc1nc(O)cc(=O)[nH]1 (stereo not drawn) was read as ARNT TACC3 PPI -0.3.
Screening COc1ccccc1C(=O)N1CCN=C1SC returned ARNT TACC3 PPI 4.8.
Screening C=CCn1c(=O)c2ccccc2n2c(Sc3nnnn3-c3ccccc3)nnc12 returned ARNT TACC3 PPI 3.0.
For Cc1cc(C)c2c(N)c(C(=O)c3ccccc3)oc2n1 the results were ARNT TACC3 PPI 9.9.
For CCNC(=O)NC(=O)COC(=O)CNC(=O)COc1ccccc1 the results were ARNT TACC3 PPI -6.9.
Cc1cc(C)n(-c2nc(-c3ccc(Cl)c(Cl)c3)cs2)n1 was read as ARNT TACC3 PPI -2.0.
Screening Cc1onc(-c2ccccc2Cl)c1C(=O)Nc1ccccc1N1CCOCC1 returned ARNT TACC3 PPI 5.4.
`CC(C)(CC(=O)O)CC(=O)N1CCN(c2nc3ccc(Cl)cc3s2)CC1` gave ARNT TACC3 PPI -19.5.
Screening CC(=O)NNC(=O)C(O)(c1ccccc1)c1ccccc1 returned ARNT TACC3 PPI 4.6.
For CCOC(=O)CSc1ncnc2c1nnn2-c1ccc(F)cc1 the results were ARNT TACC3 PPI -3.7.
`CCN1/C(=C2/OC(=S)N(C)C2=O)Sc2ccccc21` gave ARNT TACC3 PPI -12.2.
CCOC(=O)CCCNC(=O)COC(=O)CCC(=O)c1ccc(F)cc1 was read as ARNT TACC3 PPI -2.5.
`CCOC(=O)c1oc2ccc(CNCCO)c(Cl)c2c1C` gave ARNT TACC3 PPI -11.2.
For O=C1c2cccc3cccc(c23)C(=O)N1c1nncs1 the results were ARNT TACC3 PPI -5.4.
For Cc1ccc(-c2nc3cccnc3o2)cc1NC(=O)COc1ccc(C(C)(C)C)cc1 the results were ARNT TACC3 PPI -0.7.
`CCOc1ccc(NS(=O)(=O)c2ccc3[nH]cc(C(=O)N(CC)CC)c(=O)c3c2)cc1` gave ARNT TACC3 PPI -28.1.
Screening S=C(Cc1cccnc1)N1CCOCC1 returned ARNT TACC3 PPI -10.9.
CCC(CC)c1nnc(NC(=O)c2nn(C)c(=O)c3ccccc23)s1 was read as ARNT TACC3 PPI 2.3.
Screening CCN(CC)S(=O)(=O)c1ccc(NC(=O)c2ccc(CN3CCOCC3)cc2)cc1 returned ARNT TACC3 PPI -2.0.
`COc1ccc(N(CC(=O)Nc2cc(C)on2)S(=O)(=O)c2ccc(Cl)cc2)cc1` gave ARNT TACC3 PPI -6.2.
For CCOc1cc(CNCCc2ccc(S(N)(=O)=O)cc2)ccc1OCC(=O)NC(C)(C)C the results were ARNT TACC3 PPI -5.0.
COc1ccc(OCCSc2nnc(-c3ccccc3)n2N)cc1 was read as ARNT TACC3 PPI -2.4.
For COc1cccc(OC)c1OCc1cc(C2C3CCCC=C3C(C#N)=C(N)C2(C#N)C#N)c(C)cc1C (stereo not drawn) the results were ARNT TACC3 PPI 5.7.
O=C(COc1ccc(S(=O)(=O)NC2CCCCC2)cc1)NCCC1=CCCCC1 was read as ARNT TACC3 PPI -3.7.
For COc1ccc(-n2ccnc2SCC(=O)NCc2ccc3c(c2)OCO3)cc1 the results were ARNT TACC3 PPI 5.7.
For Cc1ccc(NC(=O)c2cccc(N3C(=O)CCC3=O)c2)nc1 the results were ARNT TACC3 PPI 3.8.
Cc1ccc2c(c1)C(C)(C)[C@]1(C)NC(=O)CCN21 was read as ARNT TACC3 PPI 13.8.
Screening Brc1ccc2cccnc2c1 returned ARNT TACC3 PPI 0.8.
CC(C)Oc1ccc(C2C(C(=O)c3ccco3)=C(O)C(=O)N2Cc2cccnc2)cc1 (stereo not drawn) was read as ARNT TACC3 PPI -2.5.
Screening CCOC(=O)CCc1c(C)c2ccc(OCc3ccc([N+](=O)[O-])cc3)cc2oc1=O returned ARNT TACC3 PPI -1.7.
Cc1cc(C(F)(F)F)nn1C(=O)c1cccnc1Cl was read as ARNT TACC3 PPI -5.0.
Screening C(=N\n1cnnc1)/c1ccccn1 returned ARNT TACC3 PPI 2.5.
Cc1ccc(C)c(N2CCN(C(=O)C3CCN(c4nnc(N5CCCC5=O)s4)CC3)CC2)c1 was read as ARNT TACC3 PPI 0.0.
Screening Nc1ccc2oc3ccc(N)cc3c(=O)c2c1 returned ARNT TACC3 PPI -1.8.
`CCC1(C)Cc2c(sc3nc(SCC(=O)O)[nH]c(=O)c23)CO1` (stereo not drawn) gave ARNT TACC3 PPI -0.8.
Cc1cc2oc(C(=O)Nc3c(C)n(C)n(-c4ccccc4)c3=O)c(C)c2cc1C was read as ARNT TACC3 PPI -3.0.
COc1cc(C(=O)Nc2cc(-c3ccccc3)[nH]n2)cc(OC)c1OC was read as ARNT TACC3 PPI -32.5.
For CC(=O)N1CCc2cc(S(=O)(=O)NC(C(=O)Nc3nc(C)cs3)C(C)C)ccc21 (stereo not drawn) the results were ARNT TACC3 PPI -17.7.
`O=C(NCc1cccnc1)c1sc2cc(Cl)ccc2c1Cl` gave ARNT TACC3 PPI 1.0.
For O=C(O)c1ccc2c(c1)ncn2C1CCCCCC1 the results were ARNT TACC3 PPI -27.9.
For O=C(Nc1cccnc1)c1cn(-c2ccccc2)nc1-c1cccs1 the results were ARNT TACC3 PPI -0.2.
`COC(=O)C1=C(Nc2ccc(C)cc2)C=C(C)C(C(=O)OC)C1c1ccc(F)cc1` (stereo not drawn) gave ARNT TACC3 PPI -5.7.
COc1ccccc1OCc1ccc(C(=O)NC(C)(C)C)o1 was read as ARNT TACC3 PPI -2.6.
Cc1nn(-c2ccccc2)c2c1C(=O)NC(=O)C(C)(C)C2 was read as ARNT TACC3 PPI 6.1.
COc1ccc(-n2c(O)c(/C=N/n3cnnc3)c3ccccc3c2=O)cc1 was read as ARNT TACC3 PPI 36.0.
For NC1=NC2(CCCCC2)n2c(nc3ccccc32)N1 the results were ARNT TACC3 PPI 0.8.
For COC(=O)c1ccc(C2SCC(=O)N2Cc2ccccc2)cc1 (stereo not drawn) the results were ARNT TACC3 PPI -3.0.
`CN(C)c1ccc(C2C=C(c3ccc(Cl)cc3OC(F)F)Nc3ncnn32)cc1` (stereo not drawn) gave ARNT TACC3 PPI -27.2.
`Cc1ccc(NC(=O)Nc2ccc(F)cc2)nc1` gave ARNT TACC3 PPI -19.9.
For CCN(CC)S(=O)(=O)c1cc(C(=O)Oc2ccccc2OC)ccc1OC the results were ARNT TACC3 PPI -2.4.
For Cc1ccc(C(=O)Nc2cccc(-c3cnc4ccccc4n3)c2)cc1 the results were ARNT TACC3 PPI -1.3.
`O=C(/C=C/c1cc([N+](=O)[O-])ccc1OC(F)F)NCc1ccc(F)cc1` gave ARNT TACC3 PPI -7.0.
For O=C(O)c1ccc(NS(=O)(=O)c2ccc3nnn(O)c3c2)cc1 the results were ARNT TACC3 PPI -9.5.
`Cc1ccc(OCc2nnc(SCC(=O)NC3CCCCC3)n2C)cc1` gave ARNT TACC3 PPI -7.3.
Screening CCC(C(=O)Nc1ncccn1)(C(F)(F)F)C(F)(F)F returned ARNT TACC3 PPI -8.7.
For C1=C(N2CCOCC2)/C(=C/c2nc3ccccc3[nH]2)CC1 the results were ARNT TACC3 PPI 0.2.
For CCOc1ncccc1C(=O)Nc1ccc(-c2cn3ccsc3n2)cc1 the results were ARNT TACC3 PPI 3.6.
For O=C(CCc1nnc2n(Cc3ccc(Cl)cc3)c(=O)c3ccccc3n12)N1CCN(c2ccccn2)CC1 the results were ARNT TACC3 PPI -4.6.
For O=C1C(NS(=O)(=O)c2cccs2)=C(N2CCN(c3cccc(Cl)c3)CC2)C(=O)c2ccccc21 the results were ARNT TACC3 PPI 12.7.
For CCCc1nnc(NC(=O)c2c(O)c3c([nH]c2=O)CCCC3)s1 the results were ARNT TACC3 PPI -3.9.
`CSc1cccc(NC(=O)C2CCCN2S(=O)(=O)c2ccc(Br)s2)c1` (stereo not drawn) gave ARNT TACC3 PPI -9.7.
`CCCn1c(SCC(=O)NC(C)C23CC4CC(CC(C4)C2)C3)n[nH]c1=O` (stereo not drawn) gave ARNT TACC3 PPI -8.0.
CCOc1ccc2nc(N3CCC(C(=O)N4CCN(C(=O)c5ccco5)CC4)CC3)sc2c1 was read as ARNT TACC3 PPI 1.2.
COc1cc2c(cc1OC)C(c1ccsc1)CC(=O)N2 (stereo not drawn) was read as ARNT TACC3 PPI -8.2.
Screening O=C(O/N=C\c1ccc(N2CCOCC2)c([N+](=O)[O-])c1)c1ccc(F)cc1 returned ARNT TACC3 PPI -2.6.
Cc1c(Cl)cccc1NC(=O)CSc1nnc(C)n1-c1ccccc1 was read as ARNT TACC3 PPI -6.0.
Screening O=S(=O)(c1ccc2c(c1)OCO2)N1CCN(c2nnnn2-c2ccccc2)CC1 returned ARNT TACC3 PPI -10.9.
For CCOc1ccc(C2c3c(oc4ccccc4c3=O)C(=O)N2CCCN2CCOCC2)cc1 (stereo not drawn) the results were ARNT TACC3 PPI -2.0.
`CC(=O)Nc1ccc(S(=O)(=O)NCc2ccc(C(=O)NCc3ccc4c(c3)OCO4)cc2)cc1` gave ARNT TACC3 PPI -3.9.
For O=C(Nc1ccc2nc(-c3ccc(Br)o3)[nH]c2c1)c1ccco1 the results were ARNT TACC3 PPI 1.5.
`COc1ccccc1NC(=O)/C(C#N)=C/C=C/c1ccco1` gave ARNT TACC3 PPI 1.4.
For Cc1cccc(N(C(=O)Cc2cccs2)C(C(=O)NC2CCCC2)c2ccsc2)c1 (stereo not drawn) the results were ARNT TACC3 PPI -19.3.
`COCc1cc(=O)n2[nH]c(C)cc2n1` gave ARNT TACC3 PPI -5.1.
For O=C(c1ccc(Cl)cc1)c1oc2ccccc2c1CS(=O)c1ccc(Cl)cc1 (stereo not drawn) the results were ARNT TACC3 PPI 3.3.

Of the compounds above, ten have an aryl thioether with sulfur outside any ring.
CCC(C)Sc1nc(O)cc(=O)[nH]1 (stereo not drawn) was read as ARNT TACC3 PPI -0.3.
Screening C=CCn1c(=O)c2ccccc2n2c(Sc3nnnn3-c3ccccc3)nnc12 returned ARNT TACC3 PPI 3.0.
For CCOC(=O)CSc1ncnc2c1nnn2-c1ccc(F)cc1 the results were ARNT TACC3 PPI -3.7.
COc1ccc(OCCSc2nnc(-c3ccccc3)n2N)cc1 was read as ARNT TACC3 PPI -2.4.
For COc1ccc(-n2ccnc2SCC(=O)NCc2ccc3c(c2)OCO3)cc1 the results were ARNT TACC3 PPI 5.7.
`CCC1(C)Cc2c(sc3nc(SCC(=O)O)[nH]c(=O)c23)CO1` (stereo not drawn) gave ARNT TACC3 PPI -0.8.
`Cc1ccc(OCc2nnc(SCC(=O)NC3CCCCC3)n2C)cc1` gave ARNT TACC3 PPI -7.3.
`CSc1cccc(NC(=O)C2CCCN2S(=O)(=O)c2ccc(Br)s2)c1` (stereo not drawn) gave ARNT TACC3 PPI -9.7.
`CCCn1c(SCC(=O)NC(C)C23CC4CC(CC(C4)C2)C3)n[nH]c1=O` (stereo not drawn) gave ARNT TACC3 PPI -8.0.
Cc1c(Cl)cccc1NC(=O)CSc1nnc(C)n1-c1ccccc1 was read as ARNT TACC3 PPI -6.0.

The results go on:
`Cc1ccc2c(c1)c1c(n2CC(O)Cn2nc(C)c(Br)c2C)CCCC1` (stereo not drawn) gave ARNT TACC3 PPI -6.3.
For CCn1ccc2cc(OC)ccc2c1=S the results were ARNT TACC3 PPI 2.2.
Cc1nn(-c2ccccc2)c2nc(=O)n(-c3ccccc3)cc12 was read as ARNT TACC3 PPI 24.0.
Screening Cc1oc(-c2ccccc2)nc1C(=O)Nc1nccs1 returned ARNT TACC3 PPI -5.1.
COc1cccc(OC)c1-c1nn2c(-c3ccco3)nnc2s1 was read as ARNT TACC3 PPI 3.9.
Screening COC(=O)C1CCN(C(=O)CN2C(=O)NC(CCc3ccccc3)C2=O)CC1 (stereo not drawn) returned ARNT TACC3 PPI -9.3.
For COc1ccc(-c2nn(-c3ccccc3)cc2/C=C/C(=O)OCC(=O)Nc2ccc(C#N)cc2)cc1 the results were ARNT TACC3 PPI -3.1.
For O=C(Nc1cc(Cl)ccc1O)C1CCCO1 (stereo not drawn) the results were ARNT TACC3 PPI 5.7.
`CC(CN1CCOCC1)OC(=O)c1cccc(Br)c1` (stereo not drawn) gave ARNT TACC3 PPI -3.0.
For CC(C)C(=O)Nc1ccc(C(=O)Nc2ccc(S(=O)(=O)N3CCOCC3)cc2)cc1 the results were ARNT TACC3 PPI -2.6.
COc1ccc(C2=NCC(CSc3nccc(=O)[nH]3)S2)cc1 (stereo not drawn) was read as ARNT TACC3 PPI -17.1.
For CCOc1cc(NC(=O)c2ccco2)c(OCC)cc1NC(=O)CCC(=O)NCc1cccnc1 the results were ARNT TACC3 PPI 4.9.
`Cn1nc(C(=O)OCCN2C(=O)c3ccccc3C2=O)c2ccccc2c1=O` gave ARNT TACC3 PPI -6.9.
`O=C(NC(=O)c1ccccc1)NC(=O)c1ccccc1` gave ARNT TACC3 PPI -3.0.
`COc1ccc(NC(=O)CCN2C(=O)c3ccccc3S2(=O)=O)cc1` gave ARNT TACC3 PPI -1.4.
For Cc1c(C)n(C(=O)CSc2nccn2C)c2ccccc12 the results were ARNT TACC3 PPI -3.8.
`CCN(CC)C(=O)CSc1nc2sc3c(c2c(=O)n1-c1ccc(C)cc1)CC(C)(C)SC3` gave ARNT TACC3 PPI 2.6.
O=C1CN(C(=O)c2ccco2)C(c2ccc(F)cc2)c2cc(Cl)ccc2N1 (stereo not drawn) was read as ARNT TACC3 PPI 12.4.
Screening COc1ccc(N(C(=O)c2ccncc2)S(=O)(=O)c2ccc(Cl)cc2)cc1 returned ARNT TACC3 PPI 0.2.
`O=S(=O)(NCCOC12CC3CC(CC(C3)C1)C2)c1cccc2nsnc12` gave ARNT TACC3 PPI -1.5.
Screening C=CCNC(=O)C1CCN(S(=O)(=O)c2ccc(Br)cc2)CC1 returned ARNT TACC3 PPI -0.9.
Screening Cn1nc(C(F)(F)F)c2cc(C(=O)NC3CC3)sc21 returned ARNT TACC3 PPI -13.6.
`COCCN1Cc2cccc(C(=O)Nc3ccc(C)c(C)c3)c2C1=O` gave ARNT TACC3 PPI 4.7.
COCCNC(=O)CN(C(=O)CCC(=O)Nc1ccccn1)c1ccc(F)c(Cl)c1 was read as ARNT TACC3 PPI -5.5.
